MOR-DOR ag – agonists of human mu-delta opioid receptor heterodimerization; P35372+P41143; cells, OPRM1-OPRD1 heterodimerization, luminescence; activation, % at 9.3 µM; 0.3% of 340,000 active; AID 504326; in the data active means activation above about 18%;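 further: 0% = vehicle-treated cells and 100% = reference agonist; values of inactives mirror those of a sister screen read the other way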
HTR5A inv ctr – inverse agonist of human HTR5A in OPRM1-OPRD1 counter-screen; inhibition, % at 9.3 µM; AID 504634; P47898; HTR5A cell line, luminescence, inverse agonism; 0.083% of 340,000 active; in the data active means inhibition mostly above about 23%, no sharp cut-off; inactive means mostly below about 18%;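 further: 0% = cells with DMSO and 100% = no-cell wells with DMSO; some compounds called inactive have numbers as strong as hits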
Target sequence (P47898 whole entry, looked up): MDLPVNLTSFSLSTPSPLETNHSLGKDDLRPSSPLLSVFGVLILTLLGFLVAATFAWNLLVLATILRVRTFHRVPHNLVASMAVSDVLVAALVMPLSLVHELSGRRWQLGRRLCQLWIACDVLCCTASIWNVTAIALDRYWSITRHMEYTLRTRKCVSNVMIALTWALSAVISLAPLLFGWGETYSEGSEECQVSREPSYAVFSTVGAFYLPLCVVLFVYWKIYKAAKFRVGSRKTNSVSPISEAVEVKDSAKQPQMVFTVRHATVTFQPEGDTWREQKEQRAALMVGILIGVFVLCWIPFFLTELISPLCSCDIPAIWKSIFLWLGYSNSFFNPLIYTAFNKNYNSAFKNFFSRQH
PKA-R2B activ – activates the human PKA-R2B holoenzyme complex; PKA-R2B holoenzyme dissociation, Cy5-IP20 fluorescence polarization; R2B truncated from residue 108, S112A mutant; 0% DMSO only, 100% 113 µM cGMP; activation, % at 11.4 µM; 0.079% of 340,000 active; P22694+P31323;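 active means activation above a cutoff set at the mean over all compounds plus 3 SD, cut at about 18% in these data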;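 further: higher means more holoenzyme dissociation and a rise in polarization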
Arr AP2 block – blocks beta-arrestin peptide binding to AP2 adaptin | FITC-arrestin peptide / GST-AP2 beads, flow cytometry; AP2 beta2 appendage carries R879A mutation | inhibition, % at 10 µM | 0.31% of 340,000 active | AID 504490;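 active means inhibition above a set limit, near 3 SD of compounds lacking own fluorescence, cut at about 54% in these data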;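 further: plate controls were DMSO wells for no effect and 5 µM unlabelled arrestin peptide for full effect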
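Measured by: flow cytometry, FL1 (488/535 nm); Material: AP2 appendage R879A on GSH beads; Evaluation: percent response; Timing: pre-incubation 12 min, peptide binding 1 h, room temperature; Also added: 50 nM FITC-arrestin peptide; Medium: PBS with 0.05% Tween 20 and 0.1% BSA.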
OPRM1-OPRD1 inv – mu-delta opioid heterodimer inverse agonism | 0.21% of 340,000 active | cell-based MOR-DOR heterodimer luminescence | P35372+P41143 | inhibition, % at 9.3 µM; in the data active means inhibition above about 22%, passing the limit was not always enough;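 further: 0% = cells with DMSO and 100% = wells without cells with DMSO; values of inactives mirror those of a sister screen read the other way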
V-ATPase pHluor – alters yeast V-ATPase proton transport. S. cerevisiae, pHLuorin cytosolic pH fluorescence. response, % at 10 µM. 0.37% of 350,000 active. AID 504577; in the data active means response mostly above about 7.3%, no sharp cut-off; inactive means mostly below about 5.4%; further: actives read high; inactives centre near 0; some compounds called inactive have numbers as strong as hits; reference of the scale not given here
HTR5A ag ctr – activates human HTR5A in OPRM1-OPRD1 agonist counter-screen. P47898. HTR5A agonist assay, luminescence, cell-based. activation, % at 9.3 µM. 0.61% of 340,000 active; in the data active means activation mostly above about 9.5%, no sharp cut-off; inactive means mostly below about 7.6%;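 further: 0% = cells with vehicle only and 100% = reference agonist; strong numbers were not always called active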
Pemphigus Ab inh – human desmoglein-3 autoantibody binding inhibition. DSG3-coupled beads, scFv-anti-DSG3-GFP binding, flow cytometry; hits give low values. AID 588358. P32926. 0.48% of 310,000 active. binding (percent of control), % at 10 µM;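 active means binding more than 3 SD below its plate's average and above zero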;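 further: hits lower antibody fragment binding to DSG3; some compounds called inactive have numbers as strong as hits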
DAGLB inh – diacylglycerol lipase beta (human) inhibition. Q8NCG7. HEK293T DAGLB membrane lysate, EnzChek fluorogenic substrate. inhibition, % at 5.17 µM. 0.059% of 340,000 active; in the data active means inhibition above about 34%;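 further: 0% = enzyme with vehicle and 100% = wells lacking enzyme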
Target sequence (Q8NCG7 whole entry, looked up): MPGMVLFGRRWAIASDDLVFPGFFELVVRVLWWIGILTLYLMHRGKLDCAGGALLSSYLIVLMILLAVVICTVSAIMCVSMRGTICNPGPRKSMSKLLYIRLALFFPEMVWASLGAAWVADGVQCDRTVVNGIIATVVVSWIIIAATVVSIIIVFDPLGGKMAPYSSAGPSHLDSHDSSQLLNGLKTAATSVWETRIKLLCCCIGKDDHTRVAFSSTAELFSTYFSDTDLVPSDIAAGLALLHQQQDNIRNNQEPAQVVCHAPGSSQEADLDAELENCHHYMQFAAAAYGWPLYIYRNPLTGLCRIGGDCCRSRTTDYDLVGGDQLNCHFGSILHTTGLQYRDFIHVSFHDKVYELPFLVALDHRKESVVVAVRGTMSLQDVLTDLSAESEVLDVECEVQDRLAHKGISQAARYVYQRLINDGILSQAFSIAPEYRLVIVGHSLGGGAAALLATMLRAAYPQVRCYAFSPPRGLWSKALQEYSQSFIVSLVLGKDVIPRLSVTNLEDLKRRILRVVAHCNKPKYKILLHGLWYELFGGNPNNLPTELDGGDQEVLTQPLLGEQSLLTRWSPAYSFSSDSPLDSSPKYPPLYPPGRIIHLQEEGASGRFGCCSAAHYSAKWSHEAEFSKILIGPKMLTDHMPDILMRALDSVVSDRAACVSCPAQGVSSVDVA
PKA-R1A act – PKA-R1A complex activation; 0.083% of 340,000 active; PKA-R1A dissociation, Cy5-IP20 fluorescence polarization; scaled: DMSO 0%, 113 µM cGMP 100%; P00514+P68181; activation, % at 11.4 µM;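 active means percent activation above the mean of all tested compounds plus 3 SD, cut at about 19% in these data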;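 further: higher means more PKAc released from R1A so a rise in polarization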
The depositor's hits bear a star; x = not tested or not shown.

cpd	smiles	MOR-DOR ag	HTR5A inv ctr	PKA-R2B activ	Arr AP2 block	OPRM1-OPRD1 inv
1	CCOc1ccc(NC(=O)CCNC(=O)C2CCN(S(=O)(=O)c3ccccc3)CC2)cc1	-2.8	18	-8	30	14
2	Cc1ccc(C)c(S(=O)(=O)N2C(=S)NC(=O)C2C(C)C)c1 (stereo unspecified)	-3.0	-8	-4	32	14
3	Cn1c(=O)c2c(nc(OCCc3ccccc3)n2C)n(C)c1=O	-1.6	1	0	-1	8
4	CCCCn1c(O)c(N=NC(=O)Cn2c(C(F)(F)F)nc3ccccc32)c2ccccc21	0.7	-20	2	17	-4
5	Nn1c(COc2ccccc2)nnc1SCc1cc(=O)[nH]c2ccccc12	-3.5	9	-8	15	20
6	CCCCCOc1cccc(C2C(C(=O)c3cccs3)=C(O)C(=O)N2CCN2CCOCC2)c1 (stereo unspecified)	-2.2	-10	-5	-1	11
7	Cn1c(SCC(=O)Nc2ccc3[nH]c(=O)[nH]c3c2)nnc1-c1ccc(F)cc1	0.2	11	-8	-12	-1
8	Cn1c(Cn2c(=O)sc3ccccc32)nnc1SCC(=O)N1CCCc2ccccc21	-2.0	-11	1	5	10
9	CN(CC(=O)Nc1ccccc1Br)Cc1nc2ccccc2c(=O)[nH]1	-0.5	12	4	-1	2
10	CCCNC(=O)NC(=O)CN1C(=O)NC(C)(c2ccc3ccccc3c2)C1=O (stereo unspecified)	-1.8	-8	6	-11	11
11	CC(C)Cn1c(=O)c2ccccc2n2c(CCC(=O)O)nnc12	-3.6	-5	-8	5	16
12	CCOc1ccc(NC(=O)COc2cccc3cccnc23)cc1S(=O)(=O)N1CCCC1	x	x	-3	x	x
13	COc1ccc(-n2nc(C(=O)NCC(=O)Nc3cccc(NC(C)=O)c3)c3ccccc3c2=O)cc1	-1.3	-12	-10	-7	6
14	Cc1ccc(C(=O)NCC(=O)OCc2nnc(-c3ccccc3)o2)cc1	-5.1	4	4	25	17
15	CCOc1ccc(/C=N/NC(=O)c2nnn(-c3nonc3N)c2-c2cccs2)cc1	-2.2	4	3	13	12

cpd	V-ATPase pHluor	HTR5A ag ctr	Pemphigus Ab inh	DAGLB inh	PKA-R1A act
1	-1	0	101	0	-3
2	0	0	95	2	-4
3	-2	0	94	-2	-2
4	-2	5	108	0	-10
5	-1	1	102	1	-9
6	0	4	x	2	-11
7	-1	0	90	4	-10
8	-3	4	106	1	-8
9	-2	-5	x	0	9
10	2	1	97	0	1
11	0	2	114	1	-3
12	-2	x	102	-2	4
13	3	-3	115	3	-7
14	4	0	105	-4	-2
15	-2	-4	100	0	-2

(list continues)
cpd	smiles	MOR-DOR ag	HTR5A inv ctr	PKA-R2B activ	Arr AP2 block	OPRM1-OPRD1 inv
16	Cc1ccc(NC(=O)CS(=O)CC(=O)Nc2cnc3ccccc3c2)cc1Cl (stereo unspecified)	1.5	4	-6	1	-12
17	CCOc1ccc(S(=O)(=O)NCc2ccc3c(c2)OCO3)cc1C(=O)O	-3.6	-9	7	0	16
18	O=C(O)CCc1n[nH]c(=S)[nH]c1=O	0.4	-4	2	-19	-2
19	O=C(C1=C(c2ccccc2)C(=O)c2ccccc2C1=O)c1ccccc1	20*	-9	-8	-6	-132
20	Cc1ccc(CCNC(=O)CCS(=O)(=O)c2ccc3c(c2)oc(=O)n3C)cc1	-2.7	2	-10	3	14
21	Cn1c(=O)n(CC(=O)N2CCN(c3nnc(-c4ccccc4)c4ccccc34)CC2)c2ccccc21	x	x	2	7	x
22	COc1ccc(S(=O)(=O)NCc2ccco2)cc1C(=O)N1CCCCC1	1.5	-15	-3	-4	-12
23	O=C(CCN1CCCCC1)NNC(=O)C12CC3CC(CC(C3)C1)C2	-4.7	6	-9	5	23
24	COCCn1c(=O)c2c(nc3n2CCCN3CCc2ccccc2)n(C)c1=O	-0.6	9	5	-4	3
25	COc1ccc(-c2ccc3c(c2)O[C@H](CN(C)C(=O)Nc2ccccc2F)[C@@H](C)CN([C@H](C)CO)S3(=O)=O)cc1	x	x	-3	x	x
26	COc1ccc(NC(=O)C2CCN(S(=O)(=O)c3cccc4nonc34)CC2)c(OC)c1	0.1	8	-1	23	0
27	Cc1ccc(S(=O)(=O)CCC(=O)OCc2cc(=O)oc3cc(C)ccc23)cc1	-4.5	18	12	5	17
28	CC(C)CC(NC(N)=O)C(=O)OCC(=O)NC(=O)NC1CCCC1 (stereo unspecified)	-1.2	-7	-7	7	7
29	COc1ccc(S(=O)(=O)NCCSCc2ccco2)cc1	0.7	10	3	5	-4
30	CCOCCCN(C)C1CCN(C(=O)c2oc3ccccc3c2NC(=O)c2ccc(F)cc2)CC1	-2.4	-5	-2	5	12

cpd	V-ATPase pHluor	HTR5A ag ctr	Pemphigus Ab inh	DAGLB inh	PKA-R1A act
16	3	-2	124	-3	12
17	1	2	102	3	1
18	3	2	98	1	11
19	-1	3	84	5	11
20	0	0	x	2	-8
21	3	x	100	-1	-7
22	2	5	112	-1	0
23	3	3	113	-3	-3
24	-7	-2	98	-12	6
25	0	x	x	1	-8
26	-1	4	99	0	-3
27	-1	-2	102	-2	-1
28	-3	0	107	0	7
29	2	-4	106	5	-16
30	6	1	104	-2	-3

More results.
cpd	smiles	MOR-DOR ag	HTR5A inv ctr	PKA-R2B activ	Arr AP2 block	OPRM1-OPRD1 inv
31	CC(OC(=O)c1ccc(O)cc1)C(=O)Nc1cc(C(F)(F)F)ccc1Cl (stereo unspecified)	3.5	-4	2	3	-18
32	O=[N+]([O-])c1cc(C(F)(F)F)ccc1NCCc1c[nH]c2ccccc12	-2.4	-10	-13	0	14
33	Cc1ccc(C(=O)Nc2sc(C)c(-c3ccccc3)c2C(N)=O)cc1[N+](=O)[O-]	-0.8	-2	-5	-3	5
34	O=C(COC(=O)c1cc(=O)[nH]c2ccccc12)Nc1nccs1	-1.4	-17	-1	-6	7
35	O=C(CCc1nnc(-c2ccc3c(c2)OCO3)o1)N1CCC(c2ccc(F)cc2)C1 (stereo unspecified)	-0.2	23	-7	20	1
36	CCc1ccc(Nc2nc(C)cc(C)n2)cc1	0.7	15	-1	5	-4
37	COc1ccc(NC(=O)c2cncc(Br)c2)c(S(=O)(=O)N2CCOCC2)c1	-2.9	10	-9	5	16
38	COc1ccc(Cl)cc1-c1nc(SCC(=O)NC(C)C(C)C)n[nH]1 (stereo unspecified)	-2.2	-32	-5	24	12
39	CCCOC(=O)Cc1c(O)c2ccccc2[nH]c1=O	-3.6	-11	-1	-2	15
40	Nc1nnc(C(=O)c2ccccc2N)s1	-1.0	-5	8	6	6
41	O=C(COc1ccc([N+](=O)[O-])cc1)N1CCN(c2nnc(-c3ccccc3)c3ccccc23)CC1	-2.1	-1	-5	5	11
42	NC(=O)NC(=O)C[n+]1cccc(/C=N/O)c1	-1.2	-3	-5	-6	8
43	COc1cccc(NC(=O)CN(C)C(=O)C23CC4CC(CC(Cl)(C4)C2)C3)c1	-3.3	-9	-20	28	17
44	CN(C/C=C/c1ccccc1[N+](=O)[O-])Cc1ccccc1	-2.9	5	-10	8	15
45	O=C(NCc1ccc(F)cc1)C(c1ccccc1)N(C(=O)c1csnn1)C1CCCC1 (stereo unspecified)	2.1	-20	1	-8	-15

cpd	V-ATPase pHluor	HTR5A ag ctr	Pemphigus Ab inh	DAGLB inh	PKA-R1A act
31	5	2	88	-4	-14
32	0	4	101	2	1
33	0	-5	109	-2	-16
34	0	6	94	-1	0
35	2	1	109	-1	0
36	4	5	106	2	0
37	1	-4	97	-4	-5
38	1	4	101	-2	2
39	0	1	106	0	8
40	0	2	104	2	0
41	-1	9	x	0	-3
42	1	1	89	-4	-4
43	-4	2	101	-4	-13
44	-5	-2	117	-2	-20
45	-3	1	x	0	1

Compound profiles (already shown):
Results for Cc1ccc(C(=O)Nc2sc(C)c(-c3ccccc3)c2C(N)=O)cc1[N+](=O)[O-] = MOR-DOR ag: -0.8; HTR5A inv ctr: -2; PKA-R2B activ: -5; Arr AP2 block: -3; OPRM1-OPRD1 inv: 5; V-ATPase pHluor: 0; HTR5A ag ctr: -5; Pemphigus Ab inh: 109; DAGLB inh: -2; PKA-R1A act: -16
Results for O=C(COc1ccc([N+](=O)[O-])cc1)N1CCN(c2nnc(-c3ccccc3)c3ccccc23)CC1 = MOR-DOR ag: -2.1; HTR5A inv ctr: -1; PKA-R2B activ: -5; Arr AP2 block: 5; OPRM1-OPRD1 inv: 11; V-ATPase pHluor: -1; HTR5A ag ctr: 9; Pemphigus Ab inh: x; DAGLB inh: 0; PKA-R1A act: -3
Results for O=C(CCc1nnc(-c2ccc3c(c2)OCO3)o1)N1CCC(c2ccc(F)cc2)C1 (stereo unspecified) = MOR-DOR ag: -0.2; HTR5A inv ctr: 23; PKA-R2B activ: -7; Arr AP2 block: 20; OPRM1-OPRD1 inv: 1; V-ATPase pHluor: 2; HTR5A ag ctr: 1; Pemphigus Ab inh: 109; DAGLB inh: -1; PKA-R1A act: 0

2 entries picked at random from those above:
cpd	smiles	MOR-DOR ag	HTR5A inv ctr	PKA-R2B activ	Arr AP2 block	OPRM1-OPRD1 inv
37	COc1ccc(NC(=O)c2cncc(Br)c2)c(S(=O)(=O)N2CCOCC2)c1	-2.9	10	-9	5	16
43	COc1cccc(NC(=O)CN(C)C(=O)C23CC4CC(CC(Cl)(C4)C2)C3)c1	-3.3	-9	-20	28	17

cpd	V-ATPase pHluor	HTR5A ag ctr	Pemphigus Ab inh	DAGLB inh	PKA-R1A act
37	1	-4	97	-4	-5
43	-4	2	101	-4	-13

Next compounds:
cpd	smiles	MOR-DOR ag	HTR5A inv ctr	PKA-R2B activ	Arr AP2 block	OPRM1-OPRD1 inv
46	O=C(Cc1csc(-c2ccccc2)n1)NCc1ccc(F)cc1	-3.5	-31	-4	-8	17
47	CN1CCN(C(=S)NC(=O)c2ccccc2Cl)CC1	-2.3	13	2	-8	13
48	CCC(=O)c1ccc2ncccc2c1	-0.9	18	-3	11	5
49	C=CCOC(=O)C1=C(C)Nc2[nH]c(=O)[nH]c(=O)c2C1c1ccccc1 (stereo unspecified)	-0.1	-3	4	5	1
50	CCOC(=O)C1=C(C)OC(N)=C(C#N)C1c1ccccc1 (stereo unspecified)	0.7	4	13	30	-4
51	COc1cc(Cl)c(S(=O)(=O)N2CCN(Cc3ccc4c(c3)OCO4)CC2)cc1Cl	-0.1	-6	4	3	0
52	O=C(NCc1ccccc1)N1CCN(c2ccccc2F)CC1	-1.5	4	1	-2	7
53	FC(F)(F)Oc1ccc(Nc2nc3ccccc3o2)cc1	5.7	11	-16	26	-33
54	N#C/C(=C/c1cccc([N+](=O)[O-])c1)c1nnc2n1CCCCC2	-0.1	-49	-1	19	0
55	COC(=O)c1ccccc1NC(=O)CN(C)S(=O)(=O)c1cc(C)ccc1OC	-1.9	10	10	6	8
56	CC1(C)CC(=O)C=C(Nc2ccc(Cl)cc2)C1	-2.1	17	5	6	9

cpd	V-ATPase pHluor	HTR5A ag ctr	Pemphigus Ab inh	DAGLB inh	PKA-R1A act
46	3	3	88	0	0
47	1	-4	x	2	5
48	14	-7	95	-2	-2
49	-2	1	97	2	7
50	4	-1	88	1	4
51	-1	2	106	-10	11
52	-2	4	x	2	-5
53	0	1	105	-5	1
54	1	1	x	1	6
55	1	3	107	-2	8
56	5	-4	103	-1	-5
